Compound activity: PubChem BioAssay, Broad Institute
IDH1 R132H inh: inhibitors of IDH1 R132H reductase, primary screen, biochemical, plate reader, single point. diaphorase/resazurin fluorescence, 60 min. Isocitrate dehydrogenase [NADP] cytoplasmic (Homo sapiens), O75874. 70,000 compounds, 0.18% hits. inhibition, % at 10 µM; in the data active = inhibition above about 34%;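 note: 0% = DMSO and 100% = no enzyme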
PRC2 inh: EZH2/PRC2 methyltransferase inhibitors, primary screen, biochemical, DELFIA time-resolved fluorescence, single point. Histone-lysine N-methyltransferase EZH2 (Homo sapiens), Q15910. AID 651548, 2012. 57,000 compounds, 0.35% hits. inhibition, % at 12.5 µM. PRC2 H3K27 methylation, DELFIA TRF, 1 h;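 active = mean inhibition of replicates at least 50% and every single replicate also reaching 50%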;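 note: dimethyl H3K27 on biotinylated H3 21-44 peptide detected by antibody; plate controls were median neutral control wells for no effect and median positive control wells for full effect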
Target sequence (Q15910 whole entry, looked up): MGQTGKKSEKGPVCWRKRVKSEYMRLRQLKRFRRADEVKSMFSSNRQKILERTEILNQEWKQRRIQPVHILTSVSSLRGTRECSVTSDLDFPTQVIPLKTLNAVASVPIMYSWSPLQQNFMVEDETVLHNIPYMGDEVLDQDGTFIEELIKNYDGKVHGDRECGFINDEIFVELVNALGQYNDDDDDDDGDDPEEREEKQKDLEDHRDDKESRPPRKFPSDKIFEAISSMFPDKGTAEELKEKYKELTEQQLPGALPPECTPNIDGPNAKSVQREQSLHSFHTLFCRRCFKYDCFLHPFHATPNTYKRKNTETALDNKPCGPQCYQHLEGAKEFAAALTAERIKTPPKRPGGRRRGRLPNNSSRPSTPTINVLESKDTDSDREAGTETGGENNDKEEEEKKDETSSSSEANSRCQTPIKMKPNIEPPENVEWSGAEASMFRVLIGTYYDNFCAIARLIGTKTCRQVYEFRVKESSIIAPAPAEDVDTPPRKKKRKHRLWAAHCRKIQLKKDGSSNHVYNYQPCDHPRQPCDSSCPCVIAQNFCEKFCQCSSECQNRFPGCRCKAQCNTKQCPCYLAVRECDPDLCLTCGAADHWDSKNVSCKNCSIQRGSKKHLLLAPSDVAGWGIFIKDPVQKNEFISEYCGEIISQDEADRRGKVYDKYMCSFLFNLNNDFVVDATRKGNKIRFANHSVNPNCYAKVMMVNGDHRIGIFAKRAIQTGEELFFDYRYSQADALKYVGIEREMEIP
* marks the source's active call; other numbers are inactive results; & = joins results of further samples.

How did C[C@H](CO)N1C[C@H](C)[C@@H](CN(C)Cc2cncnc2)Oc2cc(-c3ccccc3)ccc2S1(=O)=O do in these assays?
IDH1 R132H inh: -5.4

How did CN1CCN(C(=O)C[C@H]2C=C[C@H](NC(=O)c3ccc4c(c3)OCO4)[C@@H](CO)O2)CC1 do in these assays?
IDH1 R132H inh: 0.1; PRC2 inh: 3

How did Cc1ccc(S(=O)(=O)N[C@H]2CC[C@H](CCn3cc(C4CC4)nn3)O[C@H]2CO)cc1 do in these assays?
IDH1 R132H inh: 0.1; PRC2 inh: 1

What do the screens show for `C=CCNC(=O)[C@H]1[C@@H]2C(=O)O[C@@H](c3ccccc3)[C@@H](c3ccccc3)N2[C@@H](c2ccccc2OCCO)[C@]12C(=O)Nc1ccccc12`?
PRC2 inh: -20

How did COCC(=O)N1C[C@@H](C)[C@@H](OC)CN(C)C(=O)c2ccc(NC(=O)c3ccccc3)cc2OC[C@@H]1C do in these assays?
IDH1 R132H inh: 0.1; PRC2 inh: -8

Results for C[C@H](CO)N1C[C@H](C)[C@H](CN(C)Cc2ccccc2)OCCCC[C@H](C)Oc2ccc(NC(=O)Nc3ccc4c(c3)OCO4)cc2C1=O ?
IDH1 R132H inh: -0.2

What do the screens show for `CC(=O)OC[C@@]12C(=O)C[C@@H](C)[C@]3(C[C@@H](c4ccoc4)OC3=O)[C@H]1CC[C@H](O)[C@]21CO1`?
IDH1 R132H inh: -0.4

Results for C[C@H]1CN([C@@H](C)CO)C(=O)c2cc(NS(=O)(=O)c3cn(C)cn3)ccc2O[C@H]1CN(C)C(=O)Nc1ccc2c(c1)OCO2 ?
IDH1 R132H inh: 2.0

Results for Cc1ccc(C)c(S(=O)(=O)/N=C(\c2ccccc2)N(C)C)c1 ?
IDH1 R132H inh: -0.5; PRC2 inh: 6

How did Cc1[nH]c2ccccc2c1/C=C/c1nc2ccccc2c(=O)n1CCCO do in these assays?
IDH1 R132H inh: -0.3; PRC2 inh: -4

How did COCC(=O)Nc1ccc2c(c1)OC[C@H](C)N(Cc1cccnc1)C[C@H](C)[C@H](OC)CN(C)C2=O do in these assays?
IDH1 R132H inh: -0.3; PRC2 inh: 1

What do the screens show for `O=C(C[C@H]1C[C@@H]2c3cc(NC(=O)c4ccc5c(c4)OCO5)ccc3O[C@@H]2[C@@H](CO)O1)NCC(F)(F)F`?
IDH1 R132H inh: -4.5; PRC2 inh: 4

Results for CCn1c(SCC(=O)Nc2ccc(Cl)cc2Cl)nnc1-c1ccccc1 ?
IDH1 R132H inh: -1.1; PRC2 inh: 2

Results for C[C@@H]1CN([C@@H](C)CO)C(=O)Cc2cc(N(C)C)ccc2O[C@H]1CN(C)C(=O)Nc1cccc2ccccc12 ?
IDH1 R132H inh: 1.8; PRC2 inh: -6

What do the screens show for `COc1ccc(OCC(=O)Nc2cccc(Cl)c2N2CCOCC2)cc1`?
IDH1 R132H inh: 0.1; PRC2 inh: 4

Results for COC(=O)C1=CO[C@@H](O[C@@H]2O[C@H](CO)[C@@H](O)[C@H](O)[C@H]2O)[C@H]2[C@@H]1C=CC21C=C([C@H](C)O)C(=O)O1 (some centres undefined) ?
IDH1 R132H inh: -0.2

How did C[C@@H]1CN([C@H](C)CO)C(=O)c2cccc(NC(=O)C3CCCCC3)c2O[C@H]1CN(C)CC1CC1 do in these assays?
IDH1 R132H inh: -0.6

What do the screens show for `CC(=O)N(C)C[C@H]1Oc2ncc(-c3cncnc3)cc2C(=O)N([C@@H](C)CO)C[C@@H]1C`?
IDH1 R132H inh: -1.4; PRC2 inh: -18

Results for C[C@H]1CN([C@@H](C)CO)C(=O)Cc2cc(NS(C)(=O)=O)ccc2O[C@@H]1CN(C)S(=O)(=O)c1cn(C)cn1 ?
IDH1 R132H inh: -7.3

What do the screens show for `C[C@H]1CN([C@@H](C)CO)C(=O)Cc2cc(NC(=O)Cn3cnnn3)ccc2O[C@@H]1CN(C)Cc1ccc(Oc2ccccc2)cc1`?
IDH1 R132H inh: 1.5; PRC2 inh: -31

Results for C[C@H]1CN([C@@H](C)CO)C(=O)CCCn2nncc2CO[C@@H]1CN(C)S(=O)(=O)c1ccc(Oc2ccccc2)nc1 ?
IDH1 R132H inh: 0.5

How did CC(C)NC(=O)Nc1ccc2c(c1)C(=O)N([C@H](C)CO)C[C@H](C)[C@@H](CN(C)C(=O)NC1CCCCC1)OCCCC[C@H](C)O2 do in these assays?
IDH1 R132H inh: 4.9; PRC2 inh: 1

What do the screens show for `COc1ccc(S(=O)(=O)Nc2ccc3c(c2)CC(=O)N([C@@H](C)CO)C[C@@H](C)[C@H](CN(C)C(=O)Nc2ccc(F)cc2)O3)cc1`?
IDH1 R132H inh: -3.7

Results for CO[C@@H]1CN(C)C(=O)c2cc(NC(=O)NC3CCCCC3)ccc2OC[C@H](C)N(CCc2ccccc2)C[C@@H]1C ?
IDH1 R132H inh: 0.7; PRC2 inh: -3

What do the screens show for `C[C@@H]1CN([C@@H](C)CO)C(=O)c2cccc(NS(=O)(=O)c3cn(C)cn3)c2O[C@@H]1CN(C)C(=O)NC1CCCCC1`?
IDH1 R132H inh: 3.9

What do the screens show for `C[C@H](CO)N1C[C@H](C)[C@@H](CN(C)C(=O)Nc2ccc(C(F)(F)F)cc2)Oc2cc(-c3ccncc3)ccc2S1(=O)=O`?
IDH1 R132H inh: 5.9; PRC2 inh: 6

Results for C[C@@H]1CN([C@@H](C)CO)C(=O)Cc2cc(NC(=O)C3CC3)ccc2O[C@@H]1CN(C)C ?
IDH1 R132H inh: -0.1; PRC2 inh: 4

Results for C[C@@H]1CCCCO[C@@H](CN(C)Cc2ccc(C(=O)O)cc2)[C@@H](C)CN([C@@H](C)CO)C(=O)c2cc(NS(=O)(=O)c3cccs3)ccc2O1 ?
IDH1 R132H inh: 1.4

What do the screens show for `O=C(O)CCc1nn2c3ccccc3nc2n(Cc2ccccc2)c1=O`?
IDH1 R132H inh: -0.1; PRC2 inh: -2

How did C[C@H](CO)N1C[C@H](C)[C@@H](CN(C)C(=O)CC2CC2)Oc2cc(Br)ccc2S1(=O)=O do in these assays?
IDH1 R132H inh: 0.0; PRC2 inh: 12&-3

Results for O=C(O)C[C@@H]1C[C@@H]2c3cc(NC(=O)Nc4ccccc4F)ccc3O[C@@H]2[C@H](CO)O1 ?
IDH1 R132H inh: 0.2; PRC2 inh: 14

Results for C[C@@H]1CN([C@H](C)CO)C(=O)Cc2cc(NC(=O)CCCN(C)C)ccc2O[C@H]1CN(C)S(=O)(=O)c1ccccc1 ?
IDH1 R132H inh: 0.1; PRC2 inh: -4

What do the screens show for `C[C@@H]1CCCCO[C@@H](CN(C)C(=O)c2ccccc2)[C@H](C)CN([C@@H](C)CO)C(=O)c2cc(NS(C)(=O)=O)ccc2O1`?
IDH1 R132H inh: 2.6; PRC2 inh: -5

What do the screens show for `CCCCCC[C@H](O)/C=C/CC1C(=O)CC[C@H](O)C1=O` (some centres undefined)?
IDH1 R132H inh: -0.2

Results for COc1cccc(S(=O)(=O)N[C@@H]2CC[C@@H](CC(=O)NCc3ccc(Cl)cc3)O[C@H]2CO)c1 ?
IDH1 R132H inh: -0.6; PRC2 inh: 9

Results for Cn1c(SCC(=O)Nc2cccc(Br)c2)nnc1-c1ccccc1Cl ?
IDH1 R132H inh: -0.5; PRC2 inh: -2

Structural class: those above containing an aryl methoxy group (3)
What do the screens show for `COc1ccc(OCC(=O)Nc2cccc(Cl)c2N2CCOCC2)cc1`?
IDH1 R132H inh: 0.1; PRC2 inh: 4

What do the screens show for `COc1ccc(S(=O)(=O)Nc2ccc3c(c2)CC(=O)N([C@@H](C)CO)C[C@@H](C)[C@H](CN(C)C(=O)Nc2ccc(F)cc2)O3)cc1`?
IDH1 R132H inh: -3.7

Results for COc1cccc(S(=O)(=O)N[C@@H]2CC[C@@H](CC(=O)NCc3ccc(Cl)cc3)O[C@H]2CO)c1 ?
IDH1 R132H inh: -0.6; PRC2 inh: 9

The list goes on:
What do the screens show for `COc1ccc(S(=O)(=O)NCc2cccnc2)c(Cl)c1Cl`?
IDH1 R132H inh: 0.1; PRC2 inh: -3

Results for CCCNC(=O)N(C)C[C@@H]1Oc2cc(C3=CCCCC3)ccc2S(=O)(=O)N([C@H](C)CO)C[C@H]1C ?
IDH1 R132H inh: 0.6; PRC2 inh: 7

How did COc1ccc(CN(C)CCc2ccccn2)c(OC)c1OC do in these assays?
IDH1 R132H inh: 0.2; PRC2 inh: -14

Results for Cc1ccc(S(=O)(=O)Nc2ccc3c(c2)C(=O)N([C@@H](C)CO)C[C@@H](C)[C@H](CN(C)C(=O)c2ccccc2)OCCCC[C@H](C)O3)cc1 ?
IDH1 R132H inh: 0.5

Results for COc1ccccc1-n1c(SCC(=O)N2CCOCC2)nc(O)cc1=O ?
IDH1 R132H inh: -0.2; PRC2 inh: -2

What do the screens show for `COc1c(O)cc2c(-c3ccccc3)cc(=O)oc2c1OC`?
IDH1 R132H inh: 0.0; PRC2 inh: -15

How did COc1cc(/C=C/C(=O)O[C@@H]2O[C@H](CO[C@@H]3O[C@H](CO)[C@@H](O)[C@H](O)[C@H]3O)[C@@H](O)[C@H](O)[C@H]2OC(=O)/C=C/c2cc(OC)c(O)c(OC)c2)cc(OC)c1O do in these assays?
IDH1 R132H inh: -0.6

What do the screens show for `C[C@@H]1CN([C@@H](C)CO)C(=O)c2cc(NC(=O)c3ccncc3)ccc2O[C@H]1CN(C)C(=O)Nc1ccc(F)cc1`?
IDH1 R132H inh: 2.5; PRC2 inh: 1

How did CNC(=O)CN(c1cc(C)ccc1OC)S(C)(=O)=O do in these assays?
IDH1 R132H inh: 0.8

Results for CCC(=O)N[C@H]1CC[C@@H](CCn2cc(C3CC3)nn2)O[C@H]1CO ?
IDH1 R132H inh: 0.0; PRC2 inh: 22

How did Cc1noc(C)c1NC(=O)N(C)C[C@H]1Oc2ncc(C#CC(C)C)cc2C(=O)N([C@@H](C)CO)C[C@@H]1C do in these assays?
IDH1 R132H inh: 0.6; PRC2 inh: -8

What do the screens show for `O=C(C[C@H]1CC[C@H](NC(=O)CC2CC2)[C@@H](CO)O1)NCc1ccc(-c2ccccc2)cc1`?
IDH1 R132H inh: -0.1; PRC2 inh: -2

What do the screens show for `C[C@H](CO)N1C[C@H](C)[C@H](CN(C)S(=O)(=O)c2cccc(C#N)c2)OCc2cn(nn2)CCCC1=O`?
IDH1 R132H inh: 0.9

Results for O=C(Nc1cccc(Cl)c1)N[C@H]1CC[C@H](CCNC(=O)C2CC2)O[C@H]1CO ?
IDH1 R132H inh: 0.4; PRC2 inh: -4

What do the screens show for `C[C@H](CO)N1C[C@H](C)[C@@H](CN(C)S(C)(=O)=O)Oc2ccc(NC(=O)C3CCCCC3)cc2C1=O`?
PRC2 inh: 14

How did C[C@@H]1CN([C@H](C)CO)C(=O)c2cccc(NS(=O)(=O)c3ccc(F)cc3)c2O[C@@H]1CN(C)Cc1ccc(Oc2ccccc2)cc1 do in these assays?
IDH1 R132H inh: 2.2

What do the screens show for `C=C1[C@]2(C)C[C@@H]3C(=C)[C@@]4(C=CC(=O)OC4(C)C)CC[C@@]3(C)[C@]13C(=O)O[C@H](C)[C@]3(O)C2=O`?
IDH1 R132H inh: 0.9; PRC2 inh: -17

What do the screens show for `O=C(C[C@H]1C=C[C@@H](NS(=O)(=O)c2ccc(F)cc2)[C@H](CO)O1)NCc1ccncn1`?
IDH1 R132H inh: 0.2; PRC2 inh: -4

How did CC(=O)N[C@H]1CC[C@H](CCNC(=O)C2CCC2)O[C@@H]1CO do in these assays?
IDH1 R132H inh: -0.4; PRC2 inh: 10

Results for C[C@H]1CN([C@@H](C)CO)C(=O)c2cc(NC(=O)C3CC3)ccc2O[C@H]1CN(C)Cc1ccc(Cl)c(Cl)c1 ?
IDH1 R132H inh: -0.5

How did Cc1ccc(S(=O)(=O)N(C)C[C@@H]2Oc3ccc(NC(=O)Nc4c(C)noc4C)cc3CC(=O)N([C@@H](C)CO)C[C@@H]2C)cc1 do in these assays?
IDH1 R132H inh: -0.3

How did CCC(=O)N(C)C[C@@H]1Oc2cc(C#Cc3ccncc3)ccc2S(=O)(=O)N([C@@H](C)CO)C[C@H]1C do in these assays?
IDH1 R132H inh: 1.1; PRC2 inh: 3

How did CCN1CCN(C(=O)CSc2nc(-c3ccc(OC)c(OC)c3)cc(C(F)(F)F)n2)CC1 do in these assays?
IDH1 R132H inh: 1.5

What do the screens show for `CNC[C@H]1OCCCC[C@@H](C)Oc2ccc(N(C)C)cc2C(=O)N([C@H](C)CO)C[C@@H]1C`?
IDH1 R132H inh: 1.1; PRC2 inh: -4

What do the screens show for `COc1ccc(S(=O)(=O)Nc2ccc3c(c2)CC(=O)N([C@H](C)CO)C[C@@H](C)[C@@H](CN(C)C(=O)NC(C)C)O3)cc1`?
IDH1 R132H inh: 0.3

Five records drawn at random from those above, as already listed:
What do the screens show for `COc1ccc(S(=O)(=O)Nc2ccc3c(c2)CC(=O)N([C@H](C)CO)C[C@@H](C)[C@@H](CN(C)C(=O)NC(C)C)O3)cc1`?
IDH1 R132H inh: 0.3

How did C[C@@H]1CN([C@H](C)CO)C(=O)c2cccc(NS(=O)(=O)c3ccc(F)cc3)c2O[C@@H]1CN(C)Cc1ccc(Oc2ccccc2)cc1 do in these assays?
IDH1 R132H inh: 2.2

Results for C[C@H]1CN([C@@H](C)CO)C(=O)c2cc(NC(=O)C3CC3)ccc2O[C@H]1CN(C)Cc1ccc(Cl)c(Cl)c1 ?
IDH1 R132H inh: -0.5

What do the screens show for `CNC[C@H]1OCCCC[C@@H](C)Oc2ccc(N(C)C)cc2C(=O)N([C@H](C)CO)C[C@@H]1C`?
IDH1 R132H inh: 1.1; PRC2 inh: -4

What do the screens show for `C[C@H](CO)N1C[C@H](C)[C@@H](CN(C)S(C)(=O)=O)Oc2ccc(NC(=O)C3CCCCC3)cc2C1=O`?
PRC2 inh: 14

An excerpt; count on the stated rates, not on these rows.
